# Screens from PubChem.
# ER stress rescue = protection against thapsigargin-triggered cell killing – 384-well, CSM14.1, ATP luminescence, primary screen (AID 1222); 190,000 tested, under 10 active; cellular ATP content (survival), % at 20 µM; hits with a dose series show EC50 in µM; CSM14.1 thapsigargin-induced death rescue, ATP luminescence; higher % means a stronger effect;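 active means EC50 below 50 µM in the dose-response confirmation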;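 further: death triggered by thapsigargin at about 15 µM added after 2 h compound pretreatment; cell ATP read after overnight thapsigargin exposure of roughly 18 to 22 hours; normalized against plate controls of thapsigargin alone and 5% DMSO vehicle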
# NS5 inhibitors = Dengue-2 NS5 methyltransferase inhibitors, primary screen, biochemical, confirmation dose response (AID 588689); Dengue-2 NS5 methyltransferase capping enzyme assay, biochemical; higher % means a stronger effect; actives 0.3% (n = 340,000); one-dose inhibition, % at 25 µM; IC50 in µM for titrated hits; in the data active means a potency from the dose series; inconclusive means inhibition above about 29% without an active follow-up result
# LYP inhibition = inhibitors of LYP phosphatase, biochemical, fluorescence intensity, uHTS (AID 1779) | recombinant LYP phosphatase, fluorescence intensity; higher % means a stronger effect | inhibition, % at 11.5 µM, or IC50 in µM where a hit was titrated | actives 0.054% (n = 290,000); in the data active means inhibition above about 50%;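 further: plate controls were vehicle with enzyme for no effect and no enzyme for full effect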
# PhoP inhibition = PhoP-dependent GFP reporter repression – Salmonella Typhimurium, primary screen (AID 1863); S. Typhimurium PhoP-regulated promoter GFP reporter, 4 h; higher % means a stronger effect; inhibition, % at 50 µM; hits with a dose series show IC50 in µM; actives 0.16% (n = 300,000);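 active means inhibition over 29.93%, a cutoff 3 SD above the screen mean, later confirmed by dose response; inconclusive means inhibition over 29.93% but no dose response follow-up; inactive means inhibition at most 29.93% or unconfirmed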;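 further: 0% = low Mg2+ inducing control and 100% = high Mg2+ repressing control; strong numbers were not always called active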
# Rac1 GTP hydrolysis = MgcRacGAP GTPase-activating activity inhibitors, confirmation, biochemical, ADP Hunter fluorescence; MgcRacGAP-stimulated Rac1 GTP hydrolysis, ADP Hunter fluorescence; higher % means a stronger effect; GST-tagged Rac1 F28L mutant substrate; inhibition, % at 30 µM; hits with a dose series show IC50 in µM; actives 0.6% (n = 340,000);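 active means first-screen hits whose inhibition reached a set limit at any dose in the follow-up dose series; inconclusive means inhibition above the set first-screen limit but never retested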;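 further: fluorescence reports GDP produced by GAP-driven GTP hydrolysis; strong numbers were not always called active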
# RSV antiviral HEp-2 = RSV antiviral activity via CPE protection, HEp-2 cells, primary 10 µM value included (AID 2391). HEp-2 cells, RSV-induced CPE inhibition; higher % means a stronger effect. one-dose CPE inhibition, % at 10 µM; IC50 in µM for titrated hits. actives 0.13% (n = 310,000); in the data active means a potency from the dose series; inconclusive means CPE inhibition mostly from about 23% at the one dose, without a potency; inactive means the rest, 99 in 100 with CPE inhibition below about 21%; further: strong numbers were not always called active
# West Nile virus CPE = West Nile virus antiviral activity, cell-based, CPE readout (AID 1621). West Nile virus-infected cells, CPE inhibition; higher % means a stronger effect. one-dose CPE inhibition, % at 10 µM; IC50 in µM for titrated hits. actives 0.02% (n = 290,000); in the data active means a potency from the dose series; inconclusive means CPE inhibition mostly from about 3.7% at the one dose, without a potency; inactive means the rest, 99 in 100 with CPE inhibition below about 2.2%; further: strong numbers were not always called active
# Large T inhibition = TAg ATPase/helicase activity blockers – biochemical (AID 1903) | SV40 large T antigen ATPase/helicase inhibition assay; higher % means a stronger effect | inhibition, % at 20 µM; hits with a dose series show IC50 in µM | actives 0.39% (n = 310,000); in the data active means a potency from the dose series; inconclusive means inhibition mostly from about 32% at the one dose, without a potency; inactive means the rest, 99 in 100 with inhibition below about 32%; further: strong numbers were not always called active
# GPR35 arrestin U2OS = inhibition of zaprinast-stimulated GPR35 beta-arrestin translocation – imaging, U2OS, beta-arrestin-GFP, zaprinast agonist, primary screen (AID 2058) | U2OS GPR35 beta-arrestin-GFP translocation imaging, zaprinast antagonism; higher % means a stronger effect | inhibition, % at 10 µM, or IC50 in µM where a hit was titrated | actives 0.052% (n = 290,000);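 active means inhibition of at least 50% with at least 30 cells and total cytoplasm GFP at most 10,000,000; inconclusive means under 30 cells or total GFP of 10,000,000 plus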
# NS5 inhibitors pilot replicate = second read-out of NS5 inhibitors, no call of its own (marks repeat the call); inhibition, %; measured here: pilot screen replicate inhibition
# The depositor's hits bear a star; ? = inconclusive; . = not tested or not shown.
SMILES,ER stress rescue,NS5 inhibitors,LYP inhibition,PhoP inhibition,Rac1 GTP hydrolysis,RSV antiviral HEp-2,West Nile virus CPE,Large T inhibition,GPR35 arrestin U2OS,others
S=C(NCC1CCCO1)Nc1cccc(Cl)c1 (stereo not drawn),-0.5%,-10%,0%,0%,3%,1.5%,-0.2%,7%,-6%,
Cc1ccc(-n2c(C)cc(C(=O)COC(=O)c3c(C)noc3C)c2C)cc1,-3.2%,0%,7%,12%,3%,2.6%,0.6%,.,-5%,NS5 inhibitors pilot replicate=5.1
COC(=O)C(CC(=O)Nc1cc(C)ccc1C)Nc1ccccc1OC (stereo not drawn),-1.1%,-10%,-7%,18%,3%,1.0%,0.5%,4%,-8%,
CCC(=O)Nc1nnc(S(=O)(=O)N(CC)c2ccc(Cl)cc2)s1,.,-2%,-4%,-8%,6%,0.6%,-0.8%,11%,-9%,
CCOC(=O)c1ccc2c(c1)N(CC)C(=O)c1ccccc1S2,.,-7%,3%,-2%,0%,2.6%,-0.5%,9%,6%,
CCCCc1ccc(N/C(N)=N/c2nc(C)cc(C)n2)cc1,.,.,2%,1%,.,5.5%,?,6%,4%,
O=C(Nc1ccc2oc(-c3cccc(F)c3)nc2c1)c1ccccc1F,-2.9%,-2%,-5%,1%,-2%,2.8%,0.0%,6%,7%,
CC(C)c1nc2sc3c(NCc4ccccc4)ncnc3c2c2c1COC(C)(C)C2,0.2%,-2%,-4%,-14%,1%,4.3%,0.2%,4%,8%,
CCOc1ccc2nc(NC(=O)CSC3=NCCS3)sc2c1,2.9%,-15%,-6%,9%,14%,-2.5%,0.7%,24%,-2%,
CC(C)(C)n1nc2c(c1NC(=O)c1ccccc1)CS(=O)(=O)C2,-0.3%,-8%,-9%,-4%,0%,3.0%,0.2%,17%,-7%,
CCn1c(SCC(=O)N(C)Cc2ccc(OC)c(F)c2)nc2cc(S(N)(=O)=O)ccc21,.,3%,-9%,9%,8%,1.6%,-0.2%,-4%,9%,
CCCNC(=O)C(=O)NCC1CCCN1CC (stereo not drawn),-0.5%,1%,3%,1%,0%,-0.3%,.,30%,7%,
O=C(/C=C/c1ccccc1)Nc1cccc(C(=O)O)c1,-4.1%,-2%,-3%,.,5%,1.8%,0.3%,.,11%,
Cc1onc(-c2ccccc2)c1C(=O)N1CCOC12CCN(c1cccc(F)n1)CC2,1.5%,7%,0%,4%,6%,3.8%,-1.2%,-2%,3%,
CCOC(=O)C(NCCOC)(NC(C)=O)C(F)(F)F (stereo not drawn),.,4%,-8%,-7%,13%,1.1%,1.0%,6%,12%,
Cc1ccc(NC(=O)c2cc(-c3cccc(O)c3)on2)cc1C,-0.8%,-7%,-1%,-10%,11%,4.2%,-0.1%,-1%,-19%,
CCOc1ccc(C(=O)Nc2cc(OC)ccc2OC)cc1,3.3%,-6%,-7%,-7%,4%,1.5%,0.3%,3%,9%,
Cc1oc2c(CN3CCCC3)c(O)ccc2c(=O)c1Oc1ccccc1Br,1.5%,-7%,-9%,-13%,3%,-0.5%,0.0%,-2%,-2%,
COc1cc(C2NC(=O)NC(C)=C2C(=O)OC(C)(C)C)ccc1OCC(N)=O (stereo not drawn),1.6%,1%,-6%,1%,1%,2.8%,-0.2%,15%,9%,NS5 inhibitors pilot replicate=-4.1
COC(=O)C1=C(C)N(Cc2ccccc2)C(=NCC(C)C)N[C@H]1c1ccccc1,.,.,-8%,-13%,.,1.0%,-1.0%,25%,-6%,

# The closing 2 compounds of the section before come first, to join the parts.
SMILES,ER stress rescue,NS5 inhibitors,LYP inhibition,PhoP inhibition,Rac1 GTP hydrolysis,RSV antiviral HEp-2,West Nile virus CPE,Large T inhibition,GPR35 arrestin U2OS,others
COc1cc(C2NC(=O)NC(C)=C2C(=O)OC(C)(C)C)ccc1OCC(N)=O (stereo not drawn),1.6%,1%,-6%,1%,1%,2.8%,-0.2%,15%,9%,NS5 inhibitors pilot replicate=-4.1
COC(=O)C1=C(C)N(Cc2ccccc2)C(=NCC(C)C)N[C@H]1c1ccccc1,.,.,-8%,-13%,.,1.0%,-1.0%,25%,-6%,
O=C(CCNc1ccc(Cl)c(C(F)(F)F)c1)c1ccco1,-1.8%,2%,-2%,11%,5%,4.3%,0.9%,3%,6%,
O=C(CCSc1ccc(Cl)cc1)N1CCCCCC1,0.6%,-1%,-8%,3%,11%,3.5%,-0.4%,7%,13%,
Cc1cc(C)c(NC(=O)CSc2nc(=O)n3cc(C)ccc3n2)c(C)c1,.,4%,.,-2%,-5%,0.0%,.,-1%,.,
S=C(NCc1ccc(Cl)cc1)N1CCN(c2ccccn2)CC1,2.6%,-1%,-3%,1%,2%,-0.1%,0.1%,12%,-8%,
Cn1c(N)c(C(=O)Nc2ccc(-c3ccccc3)cc2)sc1=S,.,-2%,-3%,-2%,5%,1.2%,-0.2%,6%,9%,
Cc1cc(=O)oc2ccc(OC(=O)c3cccc(S(=O)(=O)N4CCOCC4)c3)cc12,.,2%,3%,1%,1%,1.2%,0.2%,12%,2%,
COc1ccc(-c2cc(C(=O)N/N=C/c3cccnc3)c3ccccc3n2)cc1,.,0%,-7%,1%,15%,1.9%,-0.7%,12%,-6%,
C#CCOCCOCCOCCNc1nc(N2CCN(C(=O)[C@H](CCCCN)n3cc(C(N)[C@H](C)CC)nn3)CC2)nc(N2CCN(C(=O)[C@H](CCC(=O)O)n3cc(C(N)[C@H](C)CC)nn3)CC2)n1 (stereo partly drawn),-1.0%,3%,-11%,-5%,18%,0.4%,.,6%,-17%,
O=C(NCc1ccccc1)c1cccc(NC(=O)c2ccco2)c1,-0.7%,-1%,-1%,-5%,1%,-0.2%,1.5%,0%,0%,
O=[N+]([O-])c1ccc(S(=O)(=O)Nc2nc3ccccc3nc2Nc2ccccc2)cc1,0.5%,.,11%,1%,.,4.1%,1.0%,8%,-15%,
CC(=O)O[C@H]1C[C@@H]2CC[C@@H]3[C@H](CC[C@@]4(C)[C@H]3C[C@H]([N+]3(C)CCCCC3)[C@@H]4OC(C)=O)[C@@]2(C)C[C@@H]1[N+]1(C)CCCCC1,.,-5%,.,-8%,0%,1.1%,.,14%,.,
CCOC(=O)COc1ccc(S(=O)(=O)NCCC2=CCCCC2)cc1,-3.4%,-6%,1%,20%,-6%,0.2%,0.0%,2%,8%,
Cc1cccc(-n2ncc3c2CCCC3NC(=O)CCN2Cc3ccccc3C2=O)c1C (stereo not drawn),.,-6%,-2%,-6%,-1%,7.6%,-0.8%,25%,17%,
CCNc1ccc(S(=O)(=O)N(C)C)cc1NCC(=O)Nc1c(F)cccc1F,0.7%,-3%,-5%,-6%,4%,0.6%,-0.5%,19%,-15%,
CC(C(=O)NC1CCCC1)N1CCN(Cc2ccccc2)CC1 (stereo not drawn),-0.2%,-2%,-4%,1%,9%,1.4%,-0.8%,22%,15%,
COc1ccc(NS(=O)(=O)c2cc(NC(=O)CCSc3ccccc3)ccc2OC)cc1,1.9%,-12%,0%,2%,7%,20%,-0.9%,0%,-21%,
O=C(Cn1c(C(=O)N2CCN(C3CCCCC3)CC2)cc2sccc21)c1ccccc1,1.5%,-9%,0%,2%,11%,4.1%,-1.0%,15%,2%,
CC1CCN(S(=O)(=O)c2ccc3c(c2)N(CC(=O)NCCCN2CCCCC2C)C(=O)CS3)CC1 (stereo not drawn),.,-1%,-8%,-6%,13%,-0.6%,-0.3%,7%,0%,
CCOC(=O)c1ccc(S(=O)(=O)N2CCNCC2)cc1,-1.5%,-3%,-10%,-9%,2%,0.1%,0.3%,-19%,7%,NS5 inhibitors pilot replicate=-3.6
O=C(C1CCCN(S(=O)(=O)c2ccccc2)C1)N1CCN(c2ccccc2)CC1 (stereo not drawn),.,-7%,-7%,0%,6%,0.0%,-0.1%,-2%,25%,
CN1CCN(S(=O)(=O)c2ccc(C(=O)Nc3ccccc3)cc2)CC1,-1.1%,-2%,-10%,1%,-4%,-0.6%,-0.3%,1%,-2%,
COc1ccc(S(=O)(=O)NCCSC(C)(C)C)c(Cl)c1Cl,0.6%,3%,-6%,-6%,-1%,.,0.2%,1%,4%,
CNC(=S)Nc1cc(Cl)ccc1Oc1ccccc1,-1.1%,-1%,-7%,-10%,-3%,3.2%,-0.6%,12%,7%,
Cc1ccc(Nc2nc(C)cc(C)c2C(N)=O)cc1,2.2%,-3%,-6%,-2%,13%,0.6%,0.6%,19%,-4%,
COc1cccc(OC)c1/C(O)=C(\C#N)c1nc2ccccc2[nH]1,-0.2%,4%,-4%,13%,3%,1.3%,-0.3%,9%,-4%,
Fc1nc(F)c(F)c(NCCCNc2c(F)c(F)nc(F)c2F)c1F,-0.5%,-10%,1%,-8%,2%,4.0%,1.9%,3%,2%,
O=[N+]([O-])c1cc(S(=O)(=O)N2CCCC2)ccc1N/N=C/c1cccs1,-1.8%,3%,-4%,5%,5%,2.8%,-0.1%,-1%,16%,
CS(=O)(=O)n1nc(NCc2cccs2)nc1NCc1cccs1,-0.7%,-11%,-2%,-5%,9%,0.3%,-0.6%,6%,-7%,
CCO/C=C/C(O)(CNC(=O)c1ccc(C(C)(C)C)cc1)C(F)(F)F (stereo not drawn),-1.4%,-6%,-4%,3%,3%,-3.0%,-0.7%,11%,1%,
O=C(COc1ccc([N+](=O)[O-])cc1)Nc1cc(S(=O)(=O)N2CCCCC2)ccc1N1CCCCC1,.,-1%,.,6%,5%,3.3%,.,2%,.,
COc1ccc(CNC(=O)CN2CCN(c3ccc(F)cc3)CC2)cc1,.,-13%,-2%,0%,6%,0.6%,0.1%,7%,8%,
O=C(NCc1cccnc1)c1cc(S(=O)(=O)N2CCOCC2)c(Cl)cc1Cl,.,0%,.,2%,6%,1.3%,.,20%,.,
CN(CC(=O)Nc1ccc(F)cc1)C(=O)c1cccc(S(=O)(=O)N2CCN(c3ccc(F)cc3)CC2)c1,.,-1%,.,4%,8%,21%,.,24%,.,
Cn1c(=O)oc2cc(S(=O)(=O)NCCC(=O)N3CCc4ccccc4C3)ccc21,1.0%,-2%,-13%,-9%,4%,-0.2%,-0.4%,0%,1%,
CCc1c(C)sc(NC(=O)c2cc(C)on2)c1C#N,-0.6%,-6%,-5%,-7%,4%,2.6%,0.7%,3%,-4%,
CC(=O)c1ccc(NC(=O)C(C)Nc2ccc(Cl)cc2)cc1 (stereo not drawn),.,-8%,2%,-8%,0%,-0.1%,0.1%,3%,-2%,
COc1ccc(CCN2C(=O)N[C@@H](CCC(=O)O)C2=O)cc1,.,5%,-9%,-3%,-6%,1.0%,-0.4%,0%,8%,
Clc1ccc2nc(C3CCN(Cc4nnnn4C4CCCCC4)CC3)[nH]c2c1,-2.9%,-11%,8%,-1%,0%,12%,-1.4%,10%,3%,
COC(=O)c1ccccc1NC(=O)CSc1nnc(-c2ccoc2C)n1C,-0.8%,-7%,-6%,10%,6%,1.7%,-0.1%,3%,3%,
